PRMT1 inh – blocks human protein arginine methyltransferase 1 | Q99873 | recombinant PRMT1, activity-based probe fluorescence polarization | AID 652257 | inhibition, % at 2.79 µM | 1.3% of 370,000 active;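 active = inhibition above about 21% made by adding two undisclosed values, limit read from the data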
rCAG RNA binder – binds r(CAG) RNA repeats | AID 651821 | inhibition, % at 3 µM | 1.3% of 370,000 active | r(CAG) RNA repeat, TO-PRO-1 dye displacement fluorescence;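 active = inhibition above the plate cutoff, the mean of all test compounds on that plate plus 3 SD, cut at about 35% in these data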;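 also: 0% = DMSO alone and 100% = 100 µM mitoxantrone as full dye displacement; higher means more dye released from RNA so lower well fluorescence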
HTRA1 inh – HTRA1 (human) protease inhibition; AID 504803; inhibition, % at 5.96 µM; recombinant HTRA1, FP-rhodamine activity-based probe, fluorescence polarization; 0.5% of 340,000 active; in the data active = inhibition above about 36%;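 also: 0% = enzyme with DMSO and 100% = wells lacking enzyme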
PG9 binder – small molecules binding HIV-1 gp120 antibody PG9; TR-FRET gp120-PG9 antibody binding; inhibition, % at 6.7 µM; 0.43% of 360,000 active; AID 624416; in the data active = inhibition above about 8.5%
SIAE primary – blocks human sialic acid acetylesterase | Q9HAT2 | SIAE FP-Rh probe binding, fluorescence polarization | inhibition, % at 9.66 µM | 0.69% of 370,000 active;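 active = inhibition above a cutoff: mean of compounds within the control limits plus 3 SD of those, cut at about 17% in these data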;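 also: 0% = plate median of compound wells and 100% = probe without SIAE protein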
mABHD4 FP – inhibits mouse alpha/beta hydrolase domain 4; Q8VD66; purified mABHD4, FP-Rh probe fluorescence polarization; inhibition, % at 8.92 µM; 0.54% of 370,000 active;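 active = inhibition exceeding the mean over every tested compound plus 3 SD, cut at about 30% in these data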;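 also: 0% = plate median of compound wells and 100% = S159A mutant with DMSO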
Target sequence (Q8VD66 whole entry, looked up, the tested form may be a part): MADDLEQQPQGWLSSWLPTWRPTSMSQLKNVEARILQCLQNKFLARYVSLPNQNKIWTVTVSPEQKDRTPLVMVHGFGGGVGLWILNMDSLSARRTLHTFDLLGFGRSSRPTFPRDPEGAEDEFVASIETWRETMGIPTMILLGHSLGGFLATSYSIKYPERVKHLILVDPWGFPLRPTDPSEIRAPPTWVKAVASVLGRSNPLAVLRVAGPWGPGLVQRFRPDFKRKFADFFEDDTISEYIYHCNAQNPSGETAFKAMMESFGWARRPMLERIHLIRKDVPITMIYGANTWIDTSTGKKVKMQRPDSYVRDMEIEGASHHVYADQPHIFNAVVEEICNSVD
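System: mouse ABHD4 enzyme, wild type / Medium: HEPES pH 7.0, NaCl, Pluronic buffer / Reagent: FP-Rh activity-based fluorescent probe / Control set: S159A mutant high control, sample median low control / Detection: fluorescence polarization with parallel and perpendicular emission, 525/598 nm / Schedule: 45 min + 60 min at 25 °C / Compound dosing: 8.92 µM, single dose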
NR1D1 modulator – modulates human Rev-erb alpha binding to DNA. Rev-erbα–FITC-DNA binding, fluorescence polarization, 90 min. activity, % at 10 µM. 0.79% of 370,000 active;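 active = activity above about 14%, limit read from the data; passing the limit was not always enough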;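 also: 0% = DMSO wells with 35 nM protein and 100% = DMSO wells with 750 nM protein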
Target sequence (P20393 whole entry, looked up): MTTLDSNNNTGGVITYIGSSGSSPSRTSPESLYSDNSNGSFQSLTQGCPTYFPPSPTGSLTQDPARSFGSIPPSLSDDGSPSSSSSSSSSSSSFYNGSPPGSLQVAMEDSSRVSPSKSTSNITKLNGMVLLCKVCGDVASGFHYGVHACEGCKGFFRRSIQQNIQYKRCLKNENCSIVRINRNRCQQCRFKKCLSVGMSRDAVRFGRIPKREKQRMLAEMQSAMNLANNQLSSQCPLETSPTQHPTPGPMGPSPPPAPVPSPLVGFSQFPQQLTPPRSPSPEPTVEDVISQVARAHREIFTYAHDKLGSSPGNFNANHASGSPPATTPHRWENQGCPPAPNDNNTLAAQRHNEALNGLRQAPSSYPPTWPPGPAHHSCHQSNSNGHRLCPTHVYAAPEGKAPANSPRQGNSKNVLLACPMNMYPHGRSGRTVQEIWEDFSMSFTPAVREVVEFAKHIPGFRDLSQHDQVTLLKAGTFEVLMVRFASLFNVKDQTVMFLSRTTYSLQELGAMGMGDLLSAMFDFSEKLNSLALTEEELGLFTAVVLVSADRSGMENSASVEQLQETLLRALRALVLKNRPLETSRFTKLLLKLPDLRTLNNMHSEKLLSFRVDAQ
TDP2 absorb – TDP2 (human) inhibition, absorbance primary screen | recombinant TDP2, T5PNP hydrolysis, p-nitrophenol absorbance 415 nm | 0.34% of 370,000 active | inhibition, % at 12.8 µM | AID 720702 | O95551;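 active = inhibition above the mean of all tested compounds plus 3 SD, set per campaign, cut at about 25% in these data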;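 also: 0% = DMSO with enzyme and 100% = buffer with substrate but no TDP2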
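Material: recombinant human TDP2; quantity: TDP2 enzyme at 120 nM final; medium: Tris-HCl pH 7.5 with MgCl2; compound: single concentration, 12.8 µM nominal, with 1% DMSO; incubation: 2 h enzyme incubation at 37 °C; signal: epi absorbance; measure: percent inhibition; benchmarks: high control without enzyme, low control DMSO plus TDP2; repeats: singlicate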
TCR-CD3 inh – blocks the human TCR-CD3 interaction. inhibition, % at 9.4 µM. 0.37% of 360,000 active. TAMRA-labeled TCR probe fluorescence, biochemical; in the data active = inhibition above about 19%;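 also: recombinant mutant TCR 2C K166C tagged with TAMRA read by polarization; 0% = receptor in buffer alone and 100% = receptor with positive control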
LEDGF integ inh – blocks HIV-1 LEDGF/p75-dependent DNA integration; inhibition, % at 3.7 µM; 0.64% of 370,000 active; TR-FRET IN-LEDGF/p75 DNA integration, Eu/Cy5;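 active = inhibition above the screen-wide mean plus 3 SD, cut at about 13% in these data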;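 also: signal is the Cy5 over europium emission ratio at 671 and 618 nm; 0% = plate median of compound wells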
Active calls of the source: *; / = not tested or not shown. Only part of the results is shown; the hit share may differ from the screen's.

structure	PRMT1 inh	rCAG RNA binder	HTRA1 inh	PG9 binder	SIAE primary	mABHD4 FP	NR1D1 modulator	TDP2 absorb	TCR-CD3 inh	LEDGF integ inh
Cc1cccc(NS(=O)(=O)c2csc(C(N)=O)c2)c1C	2	3	-3	-1.1	-12	8	-1	-1	0	-5
O=C(CNC(=O)c1ccc(Cl)cc1Cl)OCCOc1ccccc1F	4	1	3	2.0	1	-2	3	2	1	0
Cc1cccc(NC(=O)Nc2ccc(C)c(C)c2)n1	-2	0	-7	-0.9	-4	-6	-8	-2	5	-1
CCOC(=O)C1CCN(C(=O)c2ccccc2NC(=O)c2ccc(Br)cc2)CC1	-1	-8	2	-3.1	1	-3	5	1	2	0
Cc1cc(OCC#N)nc(N)n1	3	1	-4	-2.0	2	0	6	-5	4	3
CCOC(=O)N1CCN(C(=O)c2nc3ccccc3s2)CC1	1	-6	6	-2.6	-1	3	3	-9	-2	-4
CS(=O)(=O)N1CCN(c2ccccc2NC(=O)c2cccnc2Cl)CC1	3	1	-1	-0.9	0	-1	-1	-2	-7	0
COc1ccc(C(=O)N2CCN(C3CCN(Cc4ccccc4)CC3)CC2)cc1OC	1	-6	2	1.2	-1	8	-3	4	-3	1
CC1(C)CNC(=O)C=C(c2ccccc2)C1	1	-2	-4	-2.4	-3	0	0	-2	-4	0
Cc1c(OCC(=O)NC(Cc2ccc(Cl)cc2)C(=O)O)ccc2c1oc(=O)c1ccccc12 (configuration not stated)	0	13	-10	-1.2	-19	-6	-5	6	7	1
COc1cccc(/C=N\NC(=O)c2sc(N)nc2C)c1OC	0	1	0	-2.3	6	9	-2	3	1	0
Cc1ccc(SCc2cc(=O)c3c(=O)n(-c4ccccc4)[nH]c3[nH]2)cc1	22*	62*	56*	-5.4	16	54*	-1	-8	2	-1
CC(C)NS(=O)(=O)c1ccc(OCC(=O)N2CCCC2)cc1	0	-5	1	0.3	-1	-2	-8	2	-2	-5
COc1ccc(CCNC(=O)c2cc(S(=O)(=O)N3CCOCC3)ccc2F)cc1	2	5	-3	1.7	-4	1	-7	3	-4	0
Cc1ccc2c(C(=O)CSc3ccccc3)c(C)[nH]c2c1	-2	-3	2	-5.3	-28	-3	30*	-9	1	2
CCc1ccccc1NC(=O)CN1CCN(C(=O)CN2C(=O)NC3(CCCC3)C2=O)CC1	3	5	7	1.4	4	-3	-2	-3	0	0
CC(C)CNC(=O)CN1c2cccc3cccc(c23)S1(=O)=O	3	5	1	0.1	3	3	-3	-9	5	-1
CCOC(=O)Cc1csc(NC(=O)c2ccc(Br)cc2)n1	-1	1	-4	-0.6	5	-6	1	8	5	-3
CCOc1ccc2[nH]c(=O)c(CN(CC3COCCO3)C(=O)c3ccco3)cc2c1 (configuration not stated)	-3	1	4	0.0	2	4	1	4	-4	-3
NC1=C(c2ccccc2)C(=O)NC1=O	0	0	2	-1.8	0	8	1	-2	3	1
COc1ccc(S(=O)(=O)N=N/C=C2\C=CC=CN2O)cc1OC	17	2	0	2.8	-2	-15	-5	0	-10	-2
COc1ccc(N2C(=O)/C(=C\c3ccco3)N=C2SCC(=O)NC(C)C)cc1Cl	0	4	-5	-0.6	-1	2	2	5	-3	1
Cc1cccc(C(=O)N=c2sccn2C)c1[N+](=O)[O-]	3	-1	3	-1.1	1	1	-5	-12	-7	-1
CC(C)(C)c1ccc(C(=O)NCc2nnc(SCC(=O)NC3CCCCC3)o2)cc1	21*	-6	3	-2.8	0	-14	1	-15	-5	-1
CC(C)c1ncc(CO)n1Cc1c(Cl)cccc1Cl	-1	2	23	-1.3	-4	1	-2	10	1	-5
O=C(c1ccccc1)N(C(=O)c1ccccc1)c1ccccc1	-2	2	-2	-0.3	-1	-7	-1	-4	-4	3
COc1ccccc1N(CC(=O)NCCc1ccccc1)S(C)(=O)=O	-1	-6	10	1.6	-5	0	-5	-11	-8	-2
O=C(Cn1nc(C(=O)O)c2ccccc2c1=O)Nc1cc(S(=O)(=O)N2CCOCC2)ccc1Cl	0	11	3	2.3	-3	1	-4	0	4	4
Cc1ccc(OCc2ccc(C(=O)Nc3ccc(S(N)(=O)=O)cc3)o2)cc1	0	8	-2	-3.0	-2	-2	1	5	3	1
COc1cc(C(=O)N[C@@H](C)C(=O)NCc2ccco2)cc(OC)c1OC	3	-4	1	-1.2	1	1	0	0	-3	-2
CCC(C)[C@H](NC(=O)[C@@H]1Cc2ccccc2CN1C(=O)OC(C)(C)C)C(=O)NCC1CCC(C(=O)O)CC1 (some centres not stated)	-4	5	1	-2.0	10	-4	1	-5	1	3
COc1ccccc1C(=O)N1CCN(C(=O)[C@H]2O[C@@H](n3cnc(C(N)=O)n3)[C@H](O)[C@@H]2O)CC1	-7	0	/	-1.9	19*	0	6	2	1	-1
Cc1ccc(Nc2nc(N)nc(CN3CCN(c4ccccc4)CC3)n2)cc1Cl	-2	-3	-32	-0.1	-3	0	-4	1	4	3
C/C(CC(=O)Nc1cccc(F)c1)=N\NC(=O)c1ccncc1	-3	3	-1	-3.8	-10	-6	3	-11	4	-1
CC(C)(C)OC(=O)N1CCC[C@H]1C(=O)OCC(=O)Nc1cc(S(C)(=O)=O)ccc1Cl	1	0	13	-0.8	-2	0	-4	2	-2	-4
Cc1ccccc1Nc1nc(N)nc(COC(=O)CCS(=O)(=O)c2ccccc2)n1	0	1	-3	-1.2	-4	1	3	3	-4	0
CCSc1nc2c(c(=O)[nH]c(=O)n2C)n1CC(O)COc1ccccc1 (configuration not stated)	9	-1	-10	-1.6	-11	-16	3	-5	1	2
O=C(c1ccco1)C(O)c1ccco1 (configuration not stated)	2	3	7	-1.4	-8	-2	-2	10	1	3
Cc1onc(-c2ccccc2)c1-c1ccnn1S(=O)(=O)c1ccc(Cl)cc1	0	0	-19	0.1	1	-6	-1	5	-2	4
c1ccc(-c2noc(-c3ccno3)n2)nc1	2	-4	22	-0.3	-3	5	5	-2	-10	-2
COc1ccccc1CN1C[C@@H]2C[C@@H](c3cccc(C)c3)N3CCC[C@@]23C1=O	-3	-10	/	-0.8	4	1	5	2	9	2
O=C(Nc1ccc(Cc2ccncc2)cc1)C1CCC(N2C(=O)C3CC=CCC3C2=O)CC1 (configuration not stated)	0	-3	6	0.8	-2	-2	-3	-10	1	2
O=C(NCc1n[nH]c(=S)n1-c1ccccc1)c1ccc(S(=O)(=O)N2CCCCC2)cc1	-4	6	-2	-2.1	7	9	-2	-4	8	1
CN(Cc1ccc(O)cc1)C1CCCCC1	-3	2	-3	-2.2	4	5	2	-4	7	0
C[C@@H]1CN([C@@H](C)CO)C(=O)CCCn2nncc2CO[C@H]1CN(C)C(=O)NC1CCCCC1	-1	0	-1	0.8	11	4	-1	-9	-7	2
Cc1c(O)ccc(C(=O)COc2ccc(F)cc2)c1O	-1	3	-3	1.1	-7	-12	1	0	1	2
CC(=O)Nc1nc2cccc([N+](=O)[O-])c2s1	-2	3	-6	2.1	-4	2	-1	-13	1	0

Not a retest: entries from further up.
structure	PRMT1 inh	rCAG RNA binder	HTRA1 inh	PG9 binder	SIAE primary	mABHD4 FP	NR1D1 modulator	TDP2 absorb	TCR-CD3 inh	LEDGF integ inh
C/C(CC(=O)Nc1cccc(F)c1)=N\NC(=O)c1ccncc1	-3	3	-1	-3.8	-10	-6	3	-11	4	-1
CC(C)(C)OC(=O)N1CCC[C@H]1C(=O)OCC(=O)Nc1cc(S(C)(=O)=O)ccc1Cl	1	0	13	-0.8	-2	0	-4	2	-2	-4
Cc1ccccc1Nc1nc(N)nc(COC(=O)CCS(=O)(=O)c2ccccc2)n1	0	1	-3	-1.2	-4	1	3	3	-4	0
CCSc1nc2c(c(=O)[nH]c(=O)n2C)n1CC(O)COc1ccccc1 (configuration not stated)	9	-1	-10	-1.6	-11	-16	3	-5	1	2
O=C(c1ccco1)C(O)c1ccco1 (configuration not stated)	2	3	7	-1.4	-8	-2	-2	10	1	3
Cc1onc(-c2ccccc2)c1-c1ccnn1S(=O)(=O)c1ccc(Cl)cc1	0	0	-19	0.1	1	-6	-1	5	-2	4
c1ccc(-c2noc(-c3ccno3)n2)nc1	2	-4	22	-0.3	-3	5	5	-2	-10	-2
COc1ccccc1CN1C[C@@H]2C[C@@H](c3cccc(C)c3)N3CCC[C@@]23C1=O	-3	-10	/	-0.8	4	1	5	2	9	2
O=C(Nc1ccc(Cc2ccncc2)cc1)C1CCC(N2C(=O)C3CC=CCC3C2=O)CC1 (configuration not stated)	0	-3	6	0.8	-2	-2	-3	-10	1	2
O=C(NCc1n[nH]c(=S)n1-c1ccccc1)c1ccc(S(=O)(=O)N2CCCCC2)cc1	-4	6	-2	-2.1	7	9	-2	-4	8	1
CN(Cc1ccc(O)cc1)C1CCCCC1	-3	2	-3	-2.2	4	5	2	-4	7	0
C[C@@H]1CN([C@@H](C)CO)C(=O)CCCn2nncc2CO[C@H]1CN(C)C(=O)NC1CCCCC1	-1	0	-1	0.8	11	4	-1	-9	-7	2
Cc1c(O)ccc(C(=O)COc2ccc(F)cc2)c1O	-1	3	-3	1.1	-7	-12	1	0	1	2
CC(=O)Nc1nc2cccc([N+](=O)[O-])c2s1	-2	3	-6	2.1	-4	2	-1	-13	1	0

High-throughput results as filed in PubChem.
